# From PubChem
# M5 antag – blocks acetylcholine activation of human M5 receptor. P08912. 0.59% of 360,000 active. AID 624040. CHO-hM5 cells, Fluo-8 calcium fluorescence, ACh EC80. inhibition, % at 3 µM;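 active means inhibition above a per-plate cutoff, the mean of that plate's test compounds plus 3 SD, cut at about 27% in these data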;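 further: 0% = acetylcholine EC80 with DMSO and 100% = DMSO without agonist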
# CHRM1 PAM – potentiates human M1 receptor response to acetylcholine | P11229 | CHO-K1 hM1, Fluo-8 calcium fluorescence, ACh EC20; 0% = ACh EC20, 100% = maximal ACh | activation, % at 3 µM | 0.088% of 360,000 active; in the data active means activation above about 19%, passing the limit was not always enough
# Target sequence (P11229 whole entry, looked up): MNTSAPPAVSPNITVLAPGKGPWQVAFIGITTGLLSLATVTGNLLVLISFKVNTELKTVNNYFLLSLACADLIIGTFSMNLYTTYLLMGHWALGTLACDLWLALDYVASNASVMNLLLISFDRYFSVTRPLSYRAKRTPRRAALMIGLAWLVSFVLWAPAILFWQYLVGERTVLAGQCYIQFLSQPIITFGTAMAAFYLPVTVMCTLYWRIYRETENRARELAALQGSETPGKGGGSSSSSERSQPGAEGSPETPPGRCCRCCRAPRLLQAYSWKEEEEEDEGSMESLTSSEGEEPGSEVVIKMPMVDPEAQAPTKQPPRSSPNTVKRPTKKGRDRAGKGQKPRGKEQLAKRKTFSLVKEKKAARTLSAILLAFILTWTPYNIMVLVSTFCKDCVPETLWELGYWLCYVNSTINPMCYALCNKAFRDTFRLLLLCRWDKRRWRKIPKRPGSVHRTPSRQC
# M4 antag – CHRM4 antagonism in calcium assay; P08173; CHO-hM4 cells, ACh EC80, Fluo-8 calcium fluorescence; inhibition, % at 3 µM; 0.73% of 360,000 active; AID 624125;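 active means inhibition above its plate's cutoff, the mean inhibition of sample wells plus 3 SD, cut at about 27% in these data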;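 further: 0% = acetylcholine EC80 with DMSO and 100% = DMSO without agonist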
# Target sequence (P08173 whole entry, looked up): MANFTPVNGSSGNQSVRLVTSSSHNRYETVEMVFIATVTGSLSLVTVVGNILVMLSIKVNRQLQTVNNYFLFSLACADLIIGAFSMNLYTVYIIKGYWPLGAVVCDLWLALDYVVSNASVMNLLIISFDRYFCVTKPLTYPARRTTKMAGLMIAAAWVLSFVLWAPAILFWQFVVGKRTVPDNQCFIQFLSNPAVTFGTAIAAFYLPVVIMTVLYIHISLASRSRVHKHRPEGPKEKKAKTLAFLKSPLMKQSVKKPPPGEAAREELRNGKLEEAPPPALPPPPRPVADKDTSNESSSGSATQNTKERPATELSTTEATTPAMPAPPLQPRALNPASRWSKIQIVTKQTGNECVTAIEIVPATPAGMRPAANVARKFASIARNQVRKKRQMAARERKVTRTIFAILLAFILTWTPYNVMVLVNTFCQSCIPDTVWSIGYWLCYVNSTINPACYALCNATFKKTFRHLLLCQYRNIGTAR
# M4 ag – CHRM4 agonism in calcium assay; P08173; 0.14% of 360,000 active; AID 624127; CHO-K1 hM4/Gqi5, Fluo-8 calcium fluorescence; vehicle 0%, full acetylcholine response 100%; activation, % at 3 µM;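 active means activation above the run mean over all test wells plus 3 SD, cut at about 32% in these data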;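 further: peak over basal fluorescence ratio per well then scaled between controls; 0% = DMSO wells and 100% = acetylcholine at EC100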
# CHRM4 PAM – potentiates acetylcholine response at human M4 receptor. 0.4% of 360,000 active. CHO-K1 hM4/Gqi5, Fluo-8 calcium fluorescence, ACh EC20; 0% = ACh EC20, 100% = maximal ACh. P08173. activation, % at 3 µM. AID 624126;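 active means activation above its plate's cutoff, the mean activation of sample wells plus 3 SD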; further: some results filed as inactive read as strong as hits
# CRFBP-R2 block – antagonists of CRF-binding protein/CRF-R2 receptor complex | HEK293 CRF-R2/CRF-BP, CRF-induced calcium fluorescence | inhibition, % at 11.8 µM | 0.59% of 350,000 active | AID 588475;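 active means inhibition of the ligand-induced calcium signal above about 50% at the single tested concentration, limit read from the data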
# M5 PAM – CHRM5 positive allosteric modulation. P08912. CHO-K1 hM5, Fluo-8 calcium, ACh EC20 PAM; 0% = ACh EC20, 100% = ACh EC100. activation, % at 3 µM. 0.3% of 360,000 active;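 active means activation above the run cutoff, the mean activation of all test compounds plus 3 SD, cut at about 18% in these data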
#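 Measured by: Fluo-8 calcium fluorescence; material: human M5 receptor in CHO-K1 cells; schedule: Post-acetylcholine fluorescence recording 140 s; benchmarks: low control EC20 acetylcholine (0%), high control EC100 acetylcholine (100%); read-out: Max/basal fluorescence ratio as % of EC20–EC100 ACh window; compound: single dose, 3 µM nominal final test concentration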
# CHRM5 agonist – CHRM5 agonism in calcium assay; P08912; CHO-K1 hM5 cells, Fluo-8 calcium fluorescence; 0% DMSO wells, 100% maximal acetylcholine response; activation, % at 3 µM; 0.19% of 360,000 active;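 active means activation above the run's mean over test compounds plus 3 SD, cut at about 23% in these data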;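 further: signal is peak over basal fluorescence ratio across the kinetic read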
# CRFBP-R2 agonist – CRF-BP/CRF-R2 complex agonism | HEK293 CRF-R2/CRF-BP, calcium dye fluorescence (FLIPR); percent of saturating CRF peptide response | activation, % at 13.2 µM | 0.46% of 350,000 active | AID 588473;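 active means activation of at least 50%, plus an integration ratio under a set limit after plate pattern correction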;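 further: plate controls were neutral control wells without compound for no effect and CRF at EC100 for full effect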
# Active calls of the source: *; · = no result given.
SMILES,M5 antag,CHRM1 PAM,M4 antag,M4 ag,CHRM4 PAM,CRFBP-R2 block,M5 PAM,CHRM5 agonist,CRFBP-R2 agonist
Cc1ccc(-c2nc3ccc(Br)cn3c2Cc2cccc(F)c2)cc1,-4,13,-4,-2,1,·,1,1,·
COc1ccc(NC(=S)N(Cc2ccc(C(=O)O)cc2)Cc2ccc(OC)c(OC)c2)cc1,3,14,12,0,1,21,2,2,-2.6
CN(CC#CCC(c1ccccc1)c1ccccc1)C(C)(C)C,56*,-20,79*,6,-36,-23,-21,-9,-2.4
Cc1ccc2nc(C3CCCCC3)c(Cc3ccccc3)n2c1,0,-18,6,9,-15,·,-16,-4,·
COc1ccc(CSc2nnc(CNS(C)(=O)=O)o2)cc1,-3,6,8,2,8,12,-4,1,1.8
Cc1ccc(S(=O)(=O)n2nc(C)c(S(=O)(=O)N3CCCCC3)c2C)cc1,8,0,1,0,-8,15,-4,-4,0.0
Cc1ccc(C(=O)Nc2cccc3ccccc23)cc1,1,3,4,0,-1,9,-3,-4,-1.3
Oc1ccc(COCc2ccccc2)c2cccnc12,-14,12,-7,0,7,4,-3,-1,0.0
COc1ccc(CCN2C(=O)COc3ccccc3C2C(=O)NCc2ccccc2)cc1OC (stereo not given),-5,·,12,1,-3,·,0,2,·
COc1ccc2[nH]c3c(c2c1)CCN1C(=O)C(CC(=O)NC/C=C(\C)CCC=C(C)C)C[C@H](C(=O)N(C(C)C)C(C)C)[C@@]31C (stereo not given in full),-1,8,-10,-1,5,6,0,0,-3.5
CCOC(=O)c1c(C)n(OCc2ccccc2)c2ccc3c(no[n+]3[O-])c12,3,1,2,2,4,-12,-2,2,1.4
CC(C)c1[nH]nc2c1C1(CCN(Cc3ccccc3)CC1)C(C#N)=C(N)O2,2,7,32*,3,14,-16,1,-3,-0.6
O=c1c(Br)c(N2CCCCC2)cnn1-c1ccccc1,2,12,-1,0,-5,2,3,-5,1.5
C#CCOCCOCCOCCNc1nc(N2CCOCC2)nc(N2CCN(C(=O)CCCCCCCCCCNC(=O)[C@H]([C@@H](C)CC)n3cc(CCCCN=C(N)N)nn3)CC2)n1,-3,-24,-6,2,-10,11,9,-9,-1.2
Cc1nnc(SCC(=O)N(C2CCCCC2)C2CCS(=O)(=O)C2)n1C (stereo not given),20,6,-2,0,3,15,-1,0,0.3

# Whole records, quoted from the list.
# COc1ccc2[nH]c3c(c2c1)CCN1C(=O)C(CC(=O)NC/C=C(\C)CCC=C(C)C)C[C@H](C(=O)N(C(C)C)C(C)C)[C@@]31C (stereo not given in full) in the list: M5 antag = -1; CHRM1 PAM = 8; M4 antag = -10; M4 ag = -1; CHRM4 PAM = 5; CRFBP-R2 block = 6; M5 PAM = 0; CHRM5 agonist = 0; CRFBP-R2 agonist = -3.5
# CCOC(=O)c1c(C)n(OCc2ccccc2)c2ccc3c(no[n+]3[O-])c12 in the list: M5 antag = 3; CHRM1 PAM = 1; M4 antag = 2; M4 ag = 2; CHRM4 PAM = 4; CRFBP-R2 block = -12; M5 PAM = -2; CHRM5 agonist = 2; CRFBP-R2 agonist = 1.4

# The list continues.
SMILES,M5 antag,CHRM1 PAM,M4 antag,M4 ag,CHRM4 PAM,CRFBP-R2 block,M5 PAM,CHRM5 agonist,CRFBP-R2 agonist
CCCC(=O)Nc1ccc2c(c1)nc1n2CCN(C2CCCCC2)C1,5,9,-10,1,-1,-3,2,-3,-0.9
CCCC(C(=O)NC(C)(C)C)N(CC1CCCO1)C(=O)CNS(=O)(=O)c1ccc(F)cc1 (stereo not given),11,16,-1,1,-2,0,4,-4,0.4
O=C(Cc1nc2ccccc2[nH]1)c1cccc([N+](=O)[O-])c1,11,17,4,5,-4,-5,-5,1,5.0
COc1ccc(NC(=O)CSc2nc3ccsc3c(=O)n2CCC(=O)O)c(OC)c1,10,4,-4,0,0,4,-1,-2,0.3
COc1cccc2c1C(=O)C=C(C)C2=O,-4,-4,2,1,5,16,-1,0,-2.2
O=C(COc1ccc2c(c1)OCO2)Nc1nnc(Cc2ccccc2)s1,6,7,2,0,1,-4,0,-3,0.3
COc1cc(/C=C/C(=O)OCC(=O)NC2CCS(=O)(=O)C2)ccc1OC(F)F (stereo not given),5,10,-6,4,8,-5,6,2,-1.3
Cc1ccc(/C=C2\SC(=S)N(CCCC(=O)Nc3ccc(O)cc3)C2=O)cc1,7,5,-12,2,6,5,-2,-5,1.0
CCNC(=S)Nc1cc(OCC)c(N2CCOCC2)cc1OCC,6,-9,3,1,-2,17,14,-1,-2.5
CCOC(=O)C1(CCCc2ccccc2)CCN(C(=O)c2cnc(C)cn2)CC1,-3,8,3,3,-4,-14,0,-1,2.5
CC(C)Cc1cc(C(=O)NCc2cccnc2)no1,10,-3,-18,18,-8,-35,-13,4,-2.2
CCCN1CCN(C(=O)Cn2nc(C)n3c(cc4c(OC)cccc43)c2=O)CC1,-8,6,4,0,5,2,0,-2,-1.0
O=c1[nH]c(CN2CCN(S(=O)(=O)c3cccs3)CC2)nc2c(Br)cc(Br)cc12,6,10,3,1,8,-5,-1,3,-0.8
COc1ccc(OC)c(/C=C/c2ccnc3ccccc23)c1,-5,5,-16,0,0,-11,-15,-8,0.2
Cc1cc(C)c(/C([O-])=C(/C(=S)Nc2ccc(SC(F)F)cc2)[n+]2ccccc2)cc1C,-3,7,-4,-2,-4,-4,3,-4,0.2
Cc1cccc(N(CC(=O)N/N=C/c2ccc(OCC(=O)NCc3ccco3)cc2)S(C)(=O)=O)c1C,-1,9,-6,1,7,-8,5,3,0.0
O=C(Nc1ccccn1)c1ccc(CN(c2ccccc2)S(=O)(=O)c2ccccc2)cc1,10,1,-8,2,-10,7,-12,-6,1.9
O=C(COC(=O)c1ccc(F)cc1)Nc1nc2ccc([N+](=O)[O-])cc2s1,7,0,7,4,-6,-26,-2,8,24
Cc1cc(C(=O)CSc2nnnn2C)c(C)n1CCc1ccc(F)cc1,-5,7,1,0,-3,-5,4,-6,-0.1
Cc1nn(CCC(N)=S)c2nc(-c3cccs3)cc(C(F)(F)F)c12,-1,6,-6,3,11,-28,4,1,-0.1
O=S(=O)(NNc1ccc(Cl)nn1)c1ccc(F)cc1,-2,9,3,1,2,-3,-5,1,0.9
CC1(C)CC(=O)c2cc(O)ccc2O1,-3,10,5,1,-5,6,3,-2,0.1
CCOc1ccc(/C=N/NC(=O)c2ccc(O)cc2)cc1CN1CC2CC(C1)c1cccc(=O)n1C2 (stereo not given),2,2,-5,0,9,2,4,2,-2.1
O=C(/C=C/Nc1ccc(OC(F)(F)F)cc1)C(F)(F)F,0,3,-5,1,1,14,-1,-1,-0.3
O=C(O)c1ccc(-c2noc(-c3cccc(Cl)c3)n2)cc1,4,9,2,-1,12,1,5,1,-2.5
Cc1ccc(CNC(=O)CSc2nc(C)cc(C)c2C#N)cc1,-8,-1,-15,1,8,13,-4,-7,-3.4
Cc1ccc(C(=O)N2CCN(c3cccc(Cl)c3)CC2)cc1C,-4,11,4,3,-12,2,4,-1,0.7
O=[N+]([O-])c1ccc(C2=Nc3cc(Cl)ccc3OC2)cc1,6,3,-2,2,-3,3,-3,-3,-0.3
CC(C)CC(NC(=O)c1ccc(C#CC(C)(C)O)s1)C(=O)O (stereo not given),-6,15,1,0,8,-1,4,-2,-0.3
Cn1cnnc1SC1CCCCC1NS(=O)(=O)c1ccc(Cl)cc1 (stereo not given),-5,11,-3,2,8,-2,3,1,1.0
O=C(Nc1ccccc1N1CCOCC1)c1ccc(N2CCOCC2)c([N+](=O)[O-])c1,-20,7,-13,6,-1,-13,16,6,0.2
O=C(Nc1cc(C(F)(F)F)ccc1N1CCCC1)C1=COCCO1,12,1,1,0,-3,-1,-3,-2,0.6
Cc1ccccc1C(=O)N1CCN(CCNC(=O)C(=O)Nc2ccc(Br)cc2)CC1,1,4,-4,7,-2,-6,-5,3,-1.9
CCO[C@@H]1OC(C(=O)NCc2ccccc2)=C[C@H](C(C)(C)C)[C@H]1CCCO,3,8,1,2,7,1,2,-7,1.1
COc1cc(C(=O)NNC(=S)NCc2ccco2)cc(OC)c1OC,10,1,-9,2,-1,12,-1,0,2.1
S=C(Nc1ccc(Cl)c(Cl)c1)NC1CCN(Cc2ccccc2)CC1,33*,11,38*,46*,3,-36,-14,19,17
CSCc1ccc(C(=O)N2CCC(N3CCC(C(=O)NC(C)C)CC3)CC2)o1,-3,7,1,1,-1,6,2,-2,4.0
COc1ccccc1/C=C(\C#N)C(=O)Nc1ccc(S(N)(=O)=O)cc1,-12,3,-1,0,7,-62,1,-3,-3.3
COc1ccc(-c2cc(C(=O)O)sc2C)cc1,4,6,0,14,-9,7,-5,6,-0.9
CCc1ccccc1NC(=O)CSc1nnc(-c2ccco2)n1N,-5,4,2,0,13,14,7,0,-1.3
COc1cccc(C(=O)OC(C)C(=O)NCC2CCCCC2)c1 (stereo not given),3,-1,0,1,1,4,-2,-1,-0.7
CCC(C)NC(=O)c1cc(Cl)ccc1OC (stereo not given),-1,7,-11,0,13,-30,4,-2,-1.3
COc1ccc2oc(C(=O)OCC(=O)N3CCCCC3C)c(C)c2c1 (stereo not given),5,-3,7,4,-5,1,1,1,0.4

# Of the compounds above, these have an aryl thioether with sulfur outside any ring.
SMILES,M5 antag,CHRM1 PAM,M4 antag,M4 ag,CHRM4 PAM,CRFBP-R2 block,M5 PAM,CHRM5 agonist,CRFBP-R2 agonist
COc1ccc(CSc2nnc(CNS(C)(=O)=O)o2)cc1,-3,6,8,2,8,12,-4,1,1.8
Cc1nnc(SCC(=O)N(C2CCCCC2)C2CCS(=O)(=O)C2)n1C (stereo not given),20,6,-2,0,3,15,-1,0,0.3
COc1ccc(NC(=O)CSc2nc3ccsc3c(=O)n2CCC(=O)O)c(OC)c1,10,4,-4,0,0,4,-1,-2,0.3
Cc1cc(C)c(/C([O-])=C(/C(=S)Nc2ccc(SC(F)F)cc2)[n+]2ccccc2)cc1C,-3,7,-4,-2,-4,-4,3,-4,0.2
Cc1cc(C(=O)CSc2nnnn2C)c(C)n1CCc1ccc(F)cc1,-5,7,1,0,-3,-5,4,-6,-0.1
Cc1ccc(CNC(=O)CSc2nc(C)cc(C)c2C#N)cc1,-8,-1,-15,1,8,13,-4,-7,-3.4
Cn1cnnc1SC1CCCCC1NS(=O)(=O)c1ccc(Cl)cc1 (stereo not given),-5,11,-3,2,8,-2,3,1,1.0
CCc1ccccc1NC(=O)CSc1nnc(-c2ccco2)n1N,-5,4,2,0,13,14,7,0,-1.3

# No enrichment for hits; about 2.6% have a hit in one of these screens.
